High-throughput results: PubChem BioAssay, National Center for Advancing Translational Sciences (NCATS)
BRCA1 expr act – qHTS Assay to Identify Small Molecule Activators of BRCA1 Expression; Potency, µM (titrated, usually from 46.1 µM), for the others: top-dose activation, usual class: activators; 380,000 tested, 1.1% active; AID 624202, 2012; MCF7-BRCA1-FFLuc reporter, luminescence, 48 h; response scale: scaled: vehicle 0%, 10 µM genistein 100%; further: potency means the concentration at half of the fitted maximal effect; nearly all actives have a fitted effect of over 80% in size; some results filed as inactive show a strong effect at the top dose
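Luminescence from a BRCA1-driven firefly luciferase in MCF7 cells was read after 48 h compound exposure at 37 C. Data normalized against DMSO and a 10microM genistein activation control, then curve-fitted across the titration.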
Rab9 prom act – qHTS Assay for Rab9 Promoter Activators; Huh7 Rab9 promoter-luciferase reporter, luminescence, 24 h; Potency, µM (top dose mostly 9.22 µM), without a hit: top-dose activation, negative = inhibition, usual class: activators; 320,000 tested, 2.8% active; further: potency means the concentration at half of the fitted maximal effect; % of control where 0% means no effect; nearly all actives have a fitted effect of over 60% in size
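Measured in stably transfected Huh7 cells bearing a Rab9 promoter–luciferase construct: 24 h compound treatment at 37 °C, followed by luminescence detection.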
NPC1 promoter act – qHTS Assay for NPC1 Promoter Activators; Huh7 NPC1 promoter luciferase reporter, 24 h; Potency, µM (doses to about 9.22 µM), for inactives: at the top dose activation, actives largely listed as activators; 320,000 tested, 2.4% active; AID 485313, 2010;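 further: potency means the concentration at half of the fitted maximal effect; % of control where 0% means no effect; nearly all actives have a fitted effect of over 60% in size; reporter is driven by a mutant NPC1 promoter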
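Luciferase expression driven by the NPC1 promoter was measured in stably transfected Huh7 cells after a 24 h compound incubation, using a luciferase reagent and a luminescence read.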
p53 reactivation – qHTS assay for re-activators of p53 using a Luc reporter. H1299 p53-A138V BP100-luciferase reporter, luminescence, 24 h. Potency, µM (highest dose often 92.2 µM), for the others: at the highest dose activity change, positive = activation, actives largely listed as activators. 320,000 tested, 0.063% active. AID 504706, 2011; further: potency means the concentration at half of the fitted maximal effect; % of control where 0% means no effect; nearly all actives have a fitted effect of over 45% in size
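H1299 (p53-null), stable ts p53-A138V + BP100-Luc; 1000 cells/well, Opti-MEM/10% FBS; cpd 4 pt, 1:5; 24 h, 37 deg C, 5% CO2; detection reagent 10 min RT; luminescence.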
Menin-MLL TR inh – qHTS Assay for Inhibitors Targeting the Menin-MLL Interaction in MLL Related Leukemias: Competition With Texas Red Labeled MLL-derived Mutant Peptide; O00255; Menin + Texas Red MLL mutant peptide, fluorescence polarization; Potency, µM (series often up to 61.6 µM), for the others: at the highest dose FP activity change, negative = inhibition, actives largely listed as inhibitors; 270,000 tested, 0.23% active; AID 1768, 2009; active means well fitted inhibition curve with a large enough effect in the polarisation, with a control signal flat, not every such curve was filed as active; inconclusive means small, poorly fitted or top-dose-only effect, or effect the other way, or a change in a side signal; inactive means no such curve, though single readings can be large or run the other way; the % refers to the polarisation; further: potency means the concentration at half of the fitted maximal effect; % of control where 0% means no effect; many of its hits are not listed in these tables
PKM2 act – qHTS Assay for Activators of Human Muscle isoform 2 Pyruvate Kinase | Pyruvate kinase PKM (Homo sapiens), P14618 | Potency, µM (top dose mostly 57.5 µM), inactives show top-dose activation, most hits filed as activators | 260,000 tested, 0.34% active | purified PKM2, Kinase-Glo ATP luminescence, activation; response scale: 0% is enzyme alone, no compound; further: potency means the concentration at half of the fitted maximal effect; on the % scale 0 is the no-effect control and ±100 the full control effect; nearly all actives have a fitted effect of over 55% in size
Target sequence (P14618 whole entry, looked up, canonical isoform): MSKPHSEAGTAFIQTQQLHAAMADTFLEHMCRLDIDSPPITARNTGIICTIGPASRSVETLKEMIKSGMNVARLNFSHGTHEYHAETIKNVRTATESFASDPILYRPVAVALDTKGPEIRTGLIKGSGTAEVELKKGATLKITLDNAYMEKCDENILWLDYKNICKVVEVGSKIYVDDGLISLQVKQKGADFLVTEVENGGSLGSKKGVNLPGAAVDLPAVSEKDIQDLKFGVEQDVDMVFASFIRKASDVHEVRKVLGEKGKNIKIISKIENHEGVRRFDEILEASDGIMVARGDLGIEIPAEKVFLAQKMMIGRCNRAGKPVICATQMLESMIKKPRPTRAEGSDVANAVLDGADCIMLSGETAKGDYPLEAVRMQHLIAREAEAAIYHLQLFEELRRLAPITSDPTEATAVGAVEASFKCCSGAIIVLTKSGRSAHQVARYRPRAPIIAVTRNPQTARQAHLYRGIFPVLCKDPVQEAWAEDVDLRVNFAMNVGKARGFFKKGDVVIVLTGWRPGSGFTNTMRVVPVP
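hPK-M2, >95% pure; 0.1 mM ADP / 0.5 mM PEP final; imidazole pH7.2 buffer w/ 7 mM MgCl2, 50 mM KCl; 1 h RT; Kinase-Glo lum. Intermediate enzyme activity for dual inhibitor/activator qHTS.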
Giardia killer – Small Molecules that selectively kill Giardia lamblia: qHTS. 340,000 tested, 0.15% active. Giardia lamblia trophozoite viability. activity change, % at 7.66 µM, hits read low; in the data active means activity change below about -80%; inconclusive means between about -30% and that limit;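 further: parasites exposed to compound for two days anaerobically before the ATP read; on the % scale 0 is the no-effect control and ±100 the full control effect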
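Anaerobic 48 hrs incubation at 37 deg C of 100 trophozoites/well with test compounds; ATPLite 1-Step luminescence, 15-30 min RT, reports cellular ATP as viability.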
VP16 counter – VP16 counterscreen qHTS for inhibitors of ROR gamma transcriptional activity. Drosophila S2 Gal4-VP16 UAS-luciferase, luminescence, 20 h. Potency, µM (highest dose often 53.6 µM), for inactives: top-dose activity, negative = inhibition, usual class: inhibitors. 310,000 tested, 3.5% active. AID 2546, 2010;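 further: Gal4-VP16 expression switched on by copper sulfate through the metallothionein promoter; potency means the concentration at half of the fitted maximal effect; on the % scale 0 is the no-effect control and ±100 the full control effect; nearly all actives have a fitted effect of over 50% in size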
ELG1 genotox – qHTS screen for small molecules that induce genotoxicity in human embryonic kidney (HEK293T) cells expressing luciferase-tagged ELG1 | HEK293T ELG1-luciferase reporter, luminescence, 16 h | Potency, µM (titrated, usually from 46 µM), for inactives: top-dose activity change, positive = activation, actives largely listed as activators | 330,000 tested, 1.3% active; further: potency means the concentration at half of the fitted maximal effect; % of control where 0% means no effect; nearly all actives have a fitted effect of over 60% in size
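HEK293T cells expressing luciferase-tagged ELG1 were treated with compound or DMSO for 16 hr at 37°C. Luciferase activity was then read after 30 min with ONE-Glo at room temperature; rising signal flags genetic stress.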
FLuc counter – qHTS profiling assay for firefly luciferase inhibitor/activator using purifed enzyme and Km concentrations of substrates (counterscreen for miR-21 project); Potency, µM (top dose mostly 57.5 µM), for inactives: at the highest dose activity change, negative = inhibition, usual class: inhibitors; Luciferin 4-monooxygenase (Photinus pyralis), P08659; 360,000 tested, 6.9% active; purified FLuc, Km substrates, luminescence inhibition;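 further: potency means the concentration at half of the fitted maximal effect; plate controls were vehicle for no effect and reference inhibitor for full effect; nearly all actives have a fitted effect of over 55% in size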
Target sequence (P08659 whole entry, looked up): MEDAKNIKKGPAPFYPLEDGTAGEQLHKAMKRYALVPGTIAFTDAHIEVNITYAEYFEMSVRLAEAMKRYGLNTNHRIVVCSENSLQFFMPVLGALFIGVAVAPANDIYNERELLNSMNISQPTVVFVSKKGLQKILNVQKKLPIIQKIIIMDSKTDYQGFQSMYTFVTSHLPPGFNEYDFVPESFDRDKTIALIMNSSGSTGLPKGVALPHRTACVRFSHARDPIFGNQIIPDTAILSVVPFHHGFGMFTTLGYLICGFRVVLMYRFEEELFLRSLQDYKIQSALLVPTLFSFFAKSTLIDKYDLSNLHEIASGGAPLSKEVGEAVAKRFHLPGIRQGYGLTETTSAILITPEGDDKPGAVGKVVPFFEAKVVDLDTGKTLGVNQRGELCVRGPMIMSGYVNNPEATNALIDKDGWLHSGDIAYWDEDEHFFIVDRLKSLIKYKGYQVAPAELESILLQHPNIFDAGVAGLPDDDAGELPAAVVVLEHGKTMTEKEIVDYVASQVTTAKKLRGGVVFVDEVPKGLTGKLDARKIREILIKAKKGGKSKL
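Purified P. pyralis luciferase (10nM final) with 10uM D-luciferin and 10uM ATP (Km levels) in 50mM Tris acetate pH 7.5, 10mM Mg acetate, 0.01% Tween-20, 0.05% BSA; qHTS 6-point titration, ~60 µM downward; luminescence read.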
RORg inh – qHTS for inhibitors of ROR gamma transcriptional activity; Potency, µM (series often up to 53.6 µM), without a hit: at the highest dose activity change, negative = inhibition, actives largely listed as inhibitors; 310,000 tested, 5.4% active; Drosophila S2 Gal4-RORgamma UAS-luciferase reporter, 20 h; Nuclear receptor ROR-gamma (Mus musculus), P51450; further: potency means the concentration at half of the fitted maximal effect; on the % scale 0 is the no-effect control and ±100 the full control effect; nearly all actives have a fitted effect of over 60% in size
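Luciferase reporter read in Schneider cells carrying Gal4-RORγ (mouse) and UAS-Photinus luciferase; cells given compound 1 h before 700 uM copper sulfate induction, then incubated 20 h at ambient temperature.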
* marks the source's active call; other numbers are inactive results; ? = inconclusive; . = not tested or not shown; [ ] = remark or other dose. Unless noted, the call rests on the fitted dose curve; in most records, active means well fitted curve in the direction sought with a large enough effect; inconclusive means small, poorly fitted or top-dose-only effect, or another doubt; inactive means no such curve, though single readings can be large; an effect the other way counts as inactive or inconclusive.

SMILES	BRCA1 expr act	Rab9 prom act	NPC1 promoter act	p53 reactivation	Menin-MLL TR inh	PKM2 act	Giardia killer	VP16 counter	ELG1 genotox	FLuc counter	RORg inh
Cc1ccc(NC(=O)C(C)N2CCCC2)cc1Cl (configuration not stated)	13.9%	-0.1%	-2.5%	-2.9%	0.1%	7.7%	3.9	-5.3%	-3.5%	1.0%	-2.6%
CC(=O)c1ccc(OCc2cc(C(=O)N3CCCCC3c3cccnc3)no2)cc1 (configuration not stated)	68.7%	?	?	27.1%	.	0.5%	1.4	?	?	26.9µM*	34.5%
Cc1onc(-c2ccccc2)c1C(=O)N/N=C/c1cccc(O)c1	-21.4%	2.2%	1.1%	1.1%	-2.7%	0.1%	12.9	-10.0%	0.2%	2.6%	2.3%
COc1ccc(C(CNC(=O)Cc2c(F)cccc2Cl)N2CCCCC2)cc1 (configuration not stated)	-21.3%	5.5%	-1.5%	6.4%	-10.9%	-4.2%	12.7	-0.3%	3.9%	-7.0%	-2.8%
COc1ccc(-c2onc(C)c2-c2ccccc2)c(O)c1	-64.4%	-3.0%	-4.3%	0.3%	4.1%	3.3%	-10.9	0.7%	-2.0%	2.5%	2.1%
CN(C)S(=O)(=O)c1cccc(C(=O)OCC(=O)N2CCCC2=O)c1	0.0%	-0.1%	2.9%	12.4%	.	-0.1%	-6.7	-3.5%	-2.6%	0.3%	40.0%
COc1ccc2[nH]c3ccc(OC)cc3c2c1	71.9%	21.8%	24.6%	5.9%	?	1.3%	-7.3	28.9%	6.0%	21.3µM*	37.1%
O=C(COC(=O)c1n[nH]c2ccccc12)c1cc(F)ccc1F	0.6%	2.0%	-1.0%	-2.6%	2.5%	-1.9%	-2.3	-0.2%	-0.8%	?	?
CCOC(=O)COc1cccc2c(=O)n(CC(=O)N3CCCc4ccccc43)ccc12	21.5%	0.4%	-3.3%	-1.3%	-27.2%	-0.7%	31.7[activator]	-6.1%	3.1%	-2.3%	6.1%
COc1ccc(CCC(=O)OCC(=O)Nc2c(C)n(C)n(-c3ccccc3)c2=O)cc1	-0.1%	-1.2%	0.8%	-3.1%	.	.	?	.	2.9%	1.3%	.
COc1cccc2c(=O)n(CC(=O)NCCc3ccccc3)ccc12	-5.6%	-3.3%	-2.7%	0.3%	.	-12.2%	-4.6	-0.4%	-1.8%	-0.9%	9.2%
O=C(c1cc2ccccc2oc1=O)N1CCN(C(=O)C2CCCO2)CC1 (configuration not stated)	6.9%	-7.4%	1.2%	-0.6%	-0.2%	0.3%	-8.7	-10.3%	-0.5%	3.0%	-0.6%
CC1CN(C(=O)COC(=O)[C@@H]2CC(O)CN2S(=O)(=O)c2ccc3c(c2)OCCO3)CC(C)O1 (some centres not stated)	-20.6%	0.1%	0.2%	-0.1%	28.6%	-8.0%	-0.5	-2.4%	7.8%	-1.3%	5.8%
O=C(Nc1ccc(N2CCOCC2)c(F)c1)c1ccncc1	24.0%	-2.0%	3.0%	1.6%	-21.4%	-19.3%	-7.1	-3.4%	?	?	22.5%
COc1ccc(C(=O)NNC(=S)NC(=O)C(C)(C)C)cc1	-47.4%	-6.1%	5.0%	13.1%	2.9%	-0.7%	-23.5	-27.1%	?	-6.3%	-7.9%
COc1ccc2c(c1)c1nnc(SCC(=O)Nc3ccccc3F)nc1n2C	-16.0%	-0.1%	-2.5%	.	38.7%[activator]	0.8%	-10.2	-7.2%	2.6%	1.1%	-4.9%
COc1ccc(-c2cc(C)no2)cc1S(=O)(=O)N(C)Cc1ccco1	1.2%	-5.3%	-1.6%	-5.9%	.	.	18.9	-3.3%	-3.2%	0.9%	-1.3%
COc1cc(C)ccc1OCC(=O)OCC(=O)c1cc(C)n(CC2CCCO2)c1C (configuration not stated)	2.7%	0.6%	-0.4%	-1.8%	.	.	-24.1	.	3.0%	?	.
Cc1nn(C)c(Cl)c1CN1CCCC(CO)(Cc2ccccc2)C1 (configuration not stated)	-26.9%	0.8%	-5.9%	-0.7%	-20.8%	-3.4%	-6.0	-1.9%	-4.2%	2.8%	-14.7%
O=c1[nH]c2ccsc2c(=O)n1-c1ccc(F)cc1	1.4%	-8.7%	1.9%	-7.9%	0.2%	-2.8%	-15.3	-1.6%	-1.4%	-1.0%	-1.6%
Cc1csc(NC(=O)Cc2c(F)cccc2Cl)n1	4.47µM*	3.16µM*	3.55µM*	.	12.2%	1.6%	3.7	-0.2%	?	?	-1.6%
O=C1c2ccccc2C(Nc2ccc(S(=O)(=O)N3CCOCC3)cc2)N1Cc1ccco1 (configuration not stated)	-12.7%	4.5%	0.9%	-5.2%	-4.3%	-13.3%	-3.0	-4.6%	-2.2%	-1.1%	17.9%
COc1ccc(CCNC(=O)c2cc(-c3cc(C)ccc3O)n[nH]2)cc1OC	-12.8%	-2.7%[1.84 µM]	5.4%	-5.0%	?	-7.9%	-10.3	1.0%	-5.4%	-13.6%	8.6%
Cn1c(=O)c2nc3ccccc3nc2n(C)c1=O	-2.7%	2.2%	-0.2%	9.7%	-14.0%	5.6%	-1.5	-4.9%	0.0%	-4.8%	10.6%
CN1CCN(NC(=O)c2cccc(F)c2)CC1	-4.3%	1.4%	1.6%	1.2%	-4.6%	-1.1%	-0.7	-9.7%	1.0%	3.1%	-19.6%
Continuation.
SMILES	BRCA1 expr act	Rab9 prom act	NPC1 promoter act	p53 reactivation	Menin-MLL TR inh	PKM2 act	Giardia killer	VP16 counter	ELG1 genotox	FLuc counter	RORg inh
COc1cccc(C2(O)CCN(CC(=O)NCC3CC3)CC2)c1	-11.5%	-6.4%	-3.3%	-3.8%	-3.4%	1.8%	10.8	-12.7%[10 µM]	8.8%	-0.3%	-1.1%
CC(C)c1nnc(NC(=O)CCC(=O)NCc2ccco2)s1	0.6%	2.9%	3.2%	2.5%	-1.6%	-2.9%	-6.8	-14.0%	0.4%	0.0%	-5.8%
COCCOc1ccc(C(F)(F)F)cc1N	-5.9%	-4.2%	-6.0%	1.4%	10.1%	-3.8%	0.4	1.7%	2.5%	4.1%	4.0%
Cc1cc(C)cc(OCC(=O)O/N=C(\N)c2cccnc2)c1	0.4%	-5.5%	1.1%	3.2%	.	-1.6%	5.4	-8.4%	-0.4%	-5.9%	0.6%
COc1cc(/C=N/NC(=O)c2sc(N)c(C#N)c2C)cc(Br)c1O	-10.8%	-2.3%	-2.5%	0.2%	12.7%	-0.5%	1.3	1.3%	-0.6%	-13.9%	?
CC(Sc1ncnc2ccccc12)C(=O)Nc1ccc2c(c1)OCCO2 (configuration not stated)	-60.2%	-7.8%	-3.5%	?	3.3%	-10.0%	17.1	-0.6%	1.4%	?	?
c1cnc(SCCOc2ccc3c(c2)CCC3)nc1	?	1.58µM*	2.82µM*	?	3.9%	-3.7%	0.1	0.3%	4.61µM*	1.69µM*	?
COc1ccc(OC)c(-n2c(SCC(=O)NCc3ccco3)nnc2-c2c[nH]c3ccccc23)c1	-10.3%	-0.1%	0.0%	-4.9%	0.6%[11.7 µM]	22.5%	24.8	0.4%	-3.4%	-13.5%	13.4%
CC(C)c1ccccc1NC(=S)NCc1nc2ccccc2[nH]1	-40.9%	-4.6%	-4.9%	-5.2%	-0.4%	0.3%	-6.9	?	-2.9%	-9.2%	?
O=[N+]([O-])c1ccc(N/N=C2\CC3CC=CC23)c([N+](=O)[O-])c1 (configuration not stated)	-38.9%	0.7%	1.0%	3.2%	?	?	-1.4	-1.7%	-4.0%	-19.5%	24.8%
Cc1cc(SCC(=O)OCC(=O)NCC2CCCO2)c(C)cc1Br (configuration not stated)	4.0%	0.0%	-2.5%	20.8%	?	-1.5%	17.0	-7.9%	0.0%	-13.2%	19.2%

Some of the compounds tested; rates above refer to the full screens.
